# Screening data as filed in PubChem BioAssay.
# LYPLA1 counter: counter-screen for PME1 inhibitors: inhibitors of human LYPLA1 | O75608 | recombinant LYPLA1, FP-Rh probe fluorescence polarization | inhibition, % at 5.9 µM | hit rate 0.16% among 320,000 | AID 2174;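 active = inhibition above the mean of all tested compounds plus 3 SD, set per campaign, cut at about 14% in these data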;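 note: inhibitors block serine hydrolase probe labeling of LYPLA1 so polarization falls; 0% = enzyme with DMSO and 100% = wells lacking LYPLA1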
# PME-1 primary: PME-1 (human) inhibition. Q9Y570. recombinant PME-1, FP-Rh probe fluorescence polarization. inhibition, % at 5.9 µM. hit rate 0.53% among 320,000. AID 2130;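 active = inhibition above the campaign mean of all compounds plus 3 SD, cut at about 26% in these data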;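 note: competitive labeling of PME-1 active site by serine hydrolase directed probe; 0% = PME-1 with DMSO and 100% = wells lacking PME-1 enzyme; inhibitors block probe labeling so polarization falls and inhibition rises; many of its hits are not listed in these tables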
# PAD4 inh: inhibitors of human PAD4; hit rate 0.41% among 330,000; recombinant PAD4, RCA probe fluorescence polarization; inhibition, % at 6.36 µM; Q9UM07;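 active = percent inhibition above a cutoff equal to the mean of all tested compounds plus 3 SD, cut at about 15% in these data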;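 note: 0% = PAD4 with RCA probe and DMSO and 100% = probe without PAD4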
# Target sequence (Q9UM07 whole entry, looked up): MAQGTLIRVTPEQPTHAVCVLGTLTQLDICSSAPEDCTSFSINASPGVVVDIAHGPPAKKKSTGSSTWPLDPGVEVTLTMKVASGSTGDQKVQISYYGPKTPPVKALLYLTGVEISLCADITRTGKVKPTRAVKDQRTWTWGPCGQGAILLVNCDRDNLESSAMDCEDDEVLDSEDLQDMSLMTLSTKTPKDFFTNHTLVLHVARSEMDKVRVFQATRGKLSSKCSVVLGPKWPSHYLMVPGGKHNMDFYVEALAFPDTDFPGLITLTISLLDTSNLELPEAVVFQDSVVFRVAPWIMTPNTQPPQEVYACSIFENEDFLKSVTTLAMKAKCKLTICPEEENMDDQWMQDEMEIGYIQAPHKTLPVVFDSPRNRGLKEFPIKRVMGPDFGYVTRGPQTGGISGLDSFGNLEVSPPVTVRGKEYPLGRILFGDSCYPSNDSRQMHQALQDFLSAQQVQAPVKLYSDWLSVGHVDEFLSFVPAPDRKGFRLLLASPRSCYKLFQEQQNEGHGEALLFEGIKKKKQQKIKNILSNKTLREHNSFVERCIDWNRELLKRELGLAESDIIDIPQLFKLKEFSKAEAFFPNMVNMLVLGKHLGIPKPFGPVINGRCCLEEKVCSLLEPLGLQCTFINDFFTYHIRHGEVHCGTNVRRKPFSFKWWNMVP
# pPAFAH FP inh: inhibitors of human plasma PAF acetylhydrolase (pPAFAH); inhibition, % at 3.39 µM; Q13093; recombinant pPAFAH, FP-rhodamine probe fluorescence polarization; hit rate 1.5% among 330,000;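 active = inhibition above the mean inhibition across the screen plus 3 SD, cut at about 25% in these data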;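 note: inhibitors block binding of the rhodamine activity-based probe so polarization drops; 0% = enzyme with DMSO and 100% = wells lacking pPAFAH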
# Fam108B inh: blocks mouse Fam108B hydrolase in RBBP9 counter-screen | recombinant Fam108B, FP-Rh probe fluorescence polarization | inhibition, % at 9.51 µM | hit rate 0.33% among 300,000 | AID 1947;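 active = inhibition above the screen mean inhibition plus 3 SD, computed separately per campaign, cut at about 18% in these data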;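 note: inhibitors lower polarization as less probe binds the enzyme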
# GSTO1 counter: GSTO1 inhibition, counter-screen for RBBP9 inhibitors; recombinant GSTO1, activity-based probe fluorescence polarization; hit rate 1.1% among 300,000; AID 1974; inhibition, % at 5.96 µM;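 active = inhibition above the campaign mean inhibition plus 3 SD, cut at about 35% in these data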;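 note: 0% = GSTO1-1 with DMSO and 100% = wells lacking GSTO1-1 enzyme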
# PAFAH1B2 inh: blocks human PAF acetylhydrolase 1b catalytic subunit 2; inhibition, % at 3.39 µM; hit rate 1.2% among 340,000; recombinant PAFAH1B2, FP-rhodamine activity probe, fluorescence polarization; P68402;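 active = inhibition above the mean of all tested compounds plus 3 SD, cut at about 24% in these data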;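 note: 0% = enzyme with DMSO and 100% = wells lacking PAFAH1B2; many of its hits are not listed in these tables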
# PAFAH2 inh: inhibitors of human PAFAH2; Q99487; recombinant PAFAH2, FP-rhodamine activity probe, fluorescence polarization; inhibition, % at 3.39 µM; hit rate 0.99% among 340,000; AID 492956;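 active = inhibition above the mean over all tested compounds plus 3 SD, cut at about 30% in these data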;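 note: inhibitors block probe labeling of enzyme so polarization drops; 0% = enzyme with DMSO and 100% = wells lacking PAFAH2 protein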
# PAFAH1B3 FP inh: blocks human PAF acetylhydrolase 1B catalytic subunit 3 | Q15102 | recombinant PAFAH1B3, FP-rhodamine probe, fluorescence polarization | inhibition, % at 3.39 µM | hit rate 0.28% among 340,000;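 active = inhibition above the screen-wide average of all tested compounds plus 3 SD, cut at about 25% in these data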;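 note: 0% = enzyme with DMSO only and 100% = wells lacking PAFAH1B3 protein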
# Target sequence (Q15102 whole entry, looked up): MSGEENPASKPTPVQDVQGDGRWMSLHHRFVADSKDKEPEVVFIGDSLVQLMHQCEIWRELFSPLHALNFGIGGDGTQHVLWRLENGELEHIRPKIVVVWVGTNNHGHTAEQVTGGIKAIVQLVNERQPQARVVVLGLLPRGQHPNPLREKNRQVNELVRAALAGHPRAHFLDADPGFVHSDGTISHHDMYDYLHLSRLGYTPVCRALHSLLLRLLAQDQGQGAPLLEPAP
# * = called active by the depositor; . = no result given. Not all compounds are listed; the hit share may differ from the screen's.
SMILES,LYPLA1 counter,PME-1 primary,PAD4 inh,pPAFAH FP inh,Fam108B inh,GSTO1 counter,PAFAH1B2 inh,PAFAH2 inh,PAFAH1B3 FP inh
COc1cc(C(=O)Nc2ccc(OCC(=O)O)cc2)cc(OC)c1OC,2,-5,0,3,2,1,1,5,4
Cc1ccc(S(=O)(=O)N(C)C)cc1NC(=O)COC(=O)/C=C/c1ccc(F)cc1,2,3,2,1,-2,4,4,15,0
Cc1ccc(-c2nc3ccccc3[nH]2)cc1NC(=O)c1ccc2c(c1)OCO2,-11,-8,-4,-1,-4,-23,3,-10,-7
COc1ccccc1NS(=O)(=O)c1ccc(C)c(C(=O)NCC2CCCO2)c1 (centres undefined),-3,-3,3,-8,-2,1,1,4,7
COc1cc(NC(=O)c2ccc(F)cc2)c(OC)cc1NC(=O)CN1CCOCC1,0,-4,-7,2,5,1,0,-1,4
CCSc1ccc([C@@H]2[C@H]3C(=O)N(CC)C(=O)[C@H]3[C@]3(C(=O)OC)CCCCN23)cc1,-3,1,-4,-4,2,-2,2,1,6
COc1ccc(C(C(=O)NC(C)(C)C)N(C(=O)CCC(=O)Nc2cc(C)on2)c2c(C)cccc2C)cc1 (centres undefined),-3,-5,4,-2,-1,1,2,6,9
O=C1SCCC1NS(=O)(=O)c1ccccc1[N+](=O)[O-] (centres undefined),5,2,0,1,-1,-7,0,6,1
C[C@H]1CN([C@@H](C)CO)C(=O)c2cccc(NC(=O)c3cnccn3)c2O[C@@H]1CN(C)S(=O)(=O)c1ccc(F)cc1,.,.,0,-2,.,.,-2,8,11
Cn1c(C(=O)OC(C(=O)NCC2CCCO2)c2cccnc2)cc2sccc21 (centres undefined),0,3,2,1,1,3,-4,2,-1
CC1CCN(c2ccccc2NC(=O)c2ccc(Br)o2)CC1,3,-3,1,1,-3,9,11,0,8
CCOC(=O)c1cc(-c2ccccc2)n(CC(=O)Nc2ccc(OCC)cc2)c1C,-2,-4,1,1,-5,4,5,-1,3

# Quoted from the listing:
# Entry of COc1cc(C(=O)Nc2ccc(OCC(=O)O)cc2)cc(OC)c1OC under PAFAH1B2 inh: 1
# Entry of C[C@H]1CN([C@@H](C)CO)C(=O)c2cccc(NC(=O)c3cnccn3)c2O[C@@H]1CN(C)S(=O)(=O)c1ccc(F)cc1 under PAFAH1B2 inh: -2

# (listing goes on)
SMILES,LYPLA1 counter,PME-1 primary,PAD4 inh,pPAFAH FP inh,Fam108B inh,GSTO1 counter,PAFAH1B2 inh,PAFAH2 inh,PAFAH1B3 FP inh
NC1=NC(=O)/C(=C/c2ccccc2OS(=O)(=O)c2ccc3ccccc3c2)S1,-2,-6,2,3,-8,-11,0,-2,-5
Cc1noc(NS(=O)(=O)c2ccc(NC(=O)Cc3ccc([N+](=O)[O-])cc3)cc2)c1C,-5,-1,0,7,-3,-1,-1,8,5
Fc1ccc2nc3n(c2c1F)CCCCCC3,-3,6,4,0,6,2,6,2,8
COc1ccc(/C=N/NC(=O)c2ccc(NC(=O)C3CCCCC3)cc2)cc1O,-4,3,2,7,4,3,18,3,3
CCCCc1cc(=O)oc2cc(OC(C)C(=O)NCC3CCC(C(=O)O)CC3)c(Cl)cc12 (centres undefined),1,3,-4,3,-1,4,8,0,-2
COc1ccc(CN2CCNC(=O)C2CC(=O)N2CCCCO2)cc1OC (centres undefined),-3,-1,0,-5,1,0,5,-1,2
O=C(Nc1nccs1)c1ccc(S(=O)(=O)N2CCOCC2)cc1,4,-3,3,-2,-1,-4,5,1,6
Cc1cc(Cl)ccc1NC(=S)N1CCN(Cc2ccc3c(c2)OCO3)CC1,5,1,0,-1,-3,-3,-1,-7,12
O=C(N/N=C/c1ccc(N2CCOCC2)s1)c1ccccc1Br,-1,6,-5,12,1,1,8,-2,3
CC(=O)n1nc(-c2ccccc2)nc1NCc1ccc(F)cc1,-1,0,0,4,-1,2,3,-10,-7
O=C(Nc1ccnc(-c2ccncc2)n1)c1cccs1,-3,-4,-4,-11,-12,7,5,1,5
COC(=O)C(C)Sc1nc2ccsc2c(=O)n1Cc1ccccc1 (centres undefined),-3,-5,2,2,1,-2,2,35*,0
O=C(CCc1ccccc1)OCCOC(=O)CCc1ccccc1,-5,-4,-1,5,1,2,13,-4,10
Nc1nc(SCc2nc3scc(-c4ccccc4)c3c(=O)[nH]2)n[nH]1,-4,6,-7,6,1,1,1,9,4
CS(=O)(=O)N1N=C(c2ccc3nccnc3c2)CC1c1ccccc1 (centres undefined),2,0,1,-2,3,2,1,6,4
CC(C)Oc1cccc(C(=O)C2CCCN(C(=O)c3noc4c3CCCC4)C2)c1 (centres undefined),2,5,-1,4,0,2,0,4,7
CSc1nc2[nH]c3c(c2c2nncn12)CC(C)(C)OC3,2,-1,0,1,2,1,1,-3,-3
Cc1ccc(C(=O)NCC(=O)Nc2cccc(S(=O)(=O)NC3=NCCCCC3)c2)cc1C,-4,-2,-8,-1,1,3,0,5,6
COc1ccc(OC)c(-c2nnc(SCC(=O)NC3CCCCC3)o2)c1,1,-2,-2,-2,-1,5,3,-2,-6
O=C(NCCC(=O)N1CCC2(CC1)NCCc1[nH]cnc12)c1cccc(Br)c1,-1,0,1,1,3,1,2,9,4
O=C(ON=C1CCN(S(=O)(=O)c2ccccc2)CC1)c1ccc(Cl)cc1,0,0,0,11,-1,3,1,87*,7
CC(C)CCN1CCN(Cc2nc(-c3ccc(F)cc3)cs2)CC1CCO (centres undefined),0,-2,-4,1,3,-2,6,-1,9
CC(OC(=O)Cn1[nH]c(=O)c2ccccc2c1=O)C(=O)Nc1ccc(Cl)cn1 (centres undefined),2,-1,-4,-3,.,.,2,0,0
COc1ccc(-c2cc3ccc(OCC(C)=O)cc3oc2=O)cc1OC,5,2,5,4,3,9,4,0,6
O=C(NC1CCCc2c1cnn2-c1cc(F)cc(F)c1)c1ccccn1 (centres undefined),2,7,-5,2,3,-5,0,4,1
CC(=O)N1CCc2cc(S(=O)(=O)NC(C(=O)NC3CCCc4ccccc43)C(C)C)ccc21 (centres undefined),0,15,-2,5,-1,-2,3,2,0
N#CC(C#N)=Cc1c(N2CCN(c3ccccc3)CC2)nc2ccccn2c1=O,1,-3,-2,10,-1,-4,0,3,4
CCn1c(CC(=O)Nc2ccccc2)nnc1SCc1nc2ccccc2c(=O)[nH]1,-3,-4,1,-1,1,3,3,-1,-1
O=C(NC(=S)Nc1ccc(S(=O)(=O)N2CCCC2)cc1)C1CC1,-2,0,-6,3,-2,0,5,-3,11
Clc1ccc(CNCCC2=CCCCC2)cc1,-2,6,2,-1,-6,-3,5,-4,1
CN1C(=O)/C(=C/c2cc(N=Nc3ccccc3)ccc2O)SC1=S,-3,-2,-2,8,7,9,2,13,-2
CCNC(=O)CSc1nc(-c2ccc(F)cc2)cs1,-1,3,4,-2,-3,3,-1,6,10
COc1cccc(N=c2oc3c(C)ncc(CO)c3cc2C(N)=O)c1,-2,-4,1,-1,-1,4,0,8,3
CCC1(CC)NC(=O)N(CC(=O)OCC(=O)c2ccccc2OC)C1=O,4,-4,2,4,-3,-4,3,-5,10
COc1cccc(NC(=O)CN(C)C(=O)CN2C(=O)NC(C)(c3ccc(C)cc3)C2=O)c1 (centres undefined),0,5,-4,-4,.,.,6,-4,2
COc1cc(CN2CCC(C)CC2)ccc1OCc1ccccc1,1,-5,2,-1,2,-2,-1,-1,-2
COc1ccc(OC)c(C2=NOC(C(=O)Nc3cc(C)nn3-c3ccccc3)C2)c1 (centres undefined),3,7,-3,4,-5,7,2,-7,7
COc1ccc(S(=O)(=O)N2CCC(C(=O)NCC(c3cccs3)N(C)C)CC2)cc1 (centres undefined),2,-7,2,6,-1,1,6,-5,7
C[C@@H]1CCC(=O)N(C[C@@H](C)CSc2ccccc2)CC1,-1,-4,2,5,-1,1,23,5,5
Cc1nnc(NC(=O)CCS(=O)(=O)Cc2ccccc2)s1,-5,1,2,2,-3,1,1,-2,2
CCn1c(O)c(C=NC2CCCC(C)C2C)sc1=S (centres undefined),1,3,2,-1,2,-1,11,9,6
N#CC1(NC(=O)CSc2nnc(-c3ccccc3F)o2)CCCCC1,2,2,-1,3,2,3,3,1,4
CN1CCN(S(=O)(=O)c2ccc(N3CCN(C(c4ccccc4)c4ccccc4)CC3)nc2)CC1,4,-2,-1,-4,-4,-1,13,7,4
O=C(NCc1ccccn1)c1ccc(CNS(=O)(=O)c2ccc(F)cc2)cc1,-2,-3,-3,5,-3,0,0,10,1
CCC(=O)Nc1c2c(nn1-c1ccc(F)cc1)CS(=O)C2 (centres undefined),1,0,0,-5,2,0,3,-1,6
Cc1ccc(O)c(C(=O)c2cnc3c(c2)c(=O)n(C)c(=O)n3C)c1,2,0,-3,-1,0,-3,.,.,.
O=C(CCC(=O)NNC(=O)COc1ccccc1)NCc1ccccc1,1,2,-1,4,-3,7,-2,3,11
COc1ccc(S(=O)(=O)N(C)C)cc1NC(=O)COC(=O)Cn1cnc2ccccc2c1=O,-3,9,5,1,.,.,2,-11,8
CCOc1ncccc1C(=O)OCC(=O)Nc1ccc(C(C)C)cc1,3,0,-2,30*,2,-1,-2,51*,6
Cc1ccc(CNC(=O)CCS(=O)(=O)c2cc3c(cc2Cl)NC(=O)CO3)o1,4,3,-2,4,4,3,2,-1,4
COc1cccc(NS(=O)(=O)c2ccc3c(c2)NC(=O)CC(=O)N3)c1,2,-6,-3,3,6,15,5,2,8
Cc1ccc(-n2ncc(C(=O)Nc3ccc(Cl)cc3)c2C2CCNCC2)cc1C,-4,0,2,-1,3,-2,4,-5,3
Cc1ccccc1C(=O)NNC1=NCCC1,-1,0,0,-6,0,4,3,2,8
COC(=O)c1ccccc1NC(=O)COC(=O)C1CCCCC1,3,3,-4,8,2,9,-2,11,1
O=C(NCc1ccccc1)C(c1ccco1)N(C(=O)c1ccccn1)c1ccc(F)cc1 (centres undefined),0,3,-2,6,-2,-4,4,5,2
Cc1cc(NC(=O)c2cccs2)n(-c2nc3ccccc3[nH]2)n1,-2,-3,-3,-1,-4,-5,-3,-7,8
COc1ccc(OC)c(/C=C/C(=O)c2ccc3c(c2)OCCO3)c1,-1,6,-3,5,4,1,-2,4,4
CC(C)[C@H](NC(=O)c1ccc(Cl)cc1Cl)C(=O)NNc1cccc(C(=O)O)c1,.,.,1,-8,.,.,4,2,7
CN(C)/C=C/C(=O)c1ccccc1OCc1cnc(Cl)s1,-2,3,1,1,2,-3,2,-3,7
CC1(C)CC(=O)C=C(NCCN2CCN(C(=O)Nc3ccccc3)CC2)C1,6,-4,1,2,0,-5,-3,0,-2
# (more compounds)
SMILES,LYPLA1 counter,PME-1 primary,PAD4 inh,pPAFAH FP inh,Fam108B inh,GSTO1 counter,PAFAH1B2 inh,PAFAH2 inh,PAFAH1B3 FP inh
CN(C)C(=O)N1CCC(C(=O)NCc2ccccc2Cl)CC1,1,1,3,3,3,2,-4,0,-2
O=C(COC(=O)c1cnccn1)c1ccc([N+](=O)[O-])cc1,-1,-5,-2,2,4,14,1,1,3
CCOC(=O)c1cc(COc2cc(Cl)cc(Cl)c2)on1,1,1,0,1,2,4,.,.,.
Cc1ccc(-n2c(SCC(=O)NCC3CCCO3)nc3ccccc3c2=O)cc1 (centres undefined),.,.,-3,0,.,.,4,-4,5
CC/C(=N/O)c1cnnc(SC)n1,2,0,-3,-1,7,-7,-3,-10,-13
